# Screening data from PubChem.
# TRHR ag: activates the human TRH receptor. activation, % at 2 µM. TRHR cells, calcium flux fluo-8, FDSS agonist mode. 360,000 tested, 0.18% active; in the data active means activation above about 30%; further: 0% is about no effect
#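 Fluo-8-loaded TRHR cells; 10 s baseline, compound added, kinetic Ca2+ fluorescence read 1/s, agonist mode.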
# TRHR enhancer: allosterically enhances the human TRH receptor; TRHR cells, fluo-8 calcium fluorescence, EC20 TRH enhancement; enhancement, % at 2 µM; 360,000 tested, 0.66% active; in the data active means enhancement above about 30%; further: 0% is about no effect
#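 Enhancer read-out: after compound pinning and an initial kinetic agonist-mode read, an EC20 of TRH (10 nM final) was injected and fluo-8 calcium signal (Ex 480/Em 530) followed at 1 s/cycle for 100 cycles in TRHR-expressing cells.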
# D2 ag: agonists of human D2 dopamine receptor; activation, % at 2 µM; 340,000 tested, 0.53% active; P14416; HEK293 T-REx D2 cells, calcium flux agonist mode;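 active means activation over 3 SD above normal in the single-dose calcium agonist read, cut at about 30% in these data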; further: 0% is about no effect
# Target sequence (P14416 whole entry, looked up): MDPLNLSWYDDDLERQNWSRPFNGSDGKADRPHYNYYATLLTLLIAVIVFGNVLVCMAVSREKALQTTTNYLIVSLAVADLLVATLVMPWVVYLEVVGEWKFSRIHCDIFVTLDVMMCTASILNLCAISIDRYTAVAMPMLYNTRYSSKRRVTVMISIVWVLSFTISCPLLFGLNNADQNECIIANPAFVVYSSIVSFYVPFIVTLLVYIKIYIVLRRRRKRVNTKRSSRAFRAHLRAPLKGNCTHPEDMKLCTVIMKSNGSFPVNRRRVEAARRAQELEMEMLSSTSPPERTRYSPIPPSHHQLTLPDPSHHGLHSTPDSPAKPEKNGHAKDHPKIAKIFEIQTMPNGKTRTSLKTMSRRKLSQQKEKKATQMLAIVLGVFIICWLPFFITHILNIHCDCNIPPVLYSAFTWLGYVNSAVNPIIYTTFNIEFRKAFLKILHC
#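 HEK293 Trex D2 cells, tetracycline-induced, o/n 30 C 5% CO2; no-wash Ca dye, RT 30–90 min; 10-cycle baseline, 23 nl cpd added, kinetic Ca read 180 s; agonist hits = positive Ca response.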
# USP1 inh: USP1/UAF1 (human) deubiquitinase inhibition; O94782; recombinant USP1/UAF1, Ub-Rhodamine cleavage fluorescence; Potency, µM (top dose mostly 57.1 µM), for the others: at the highest dose activity change, negative = inhibition, most hits filed as inhibitors; 390,000 tested, 0.23% active; AID 743255; further: potency means the concentration at half of the fitted maximal effect; on the % scale 0 is the no-effect control and ±100 the full control effect; nearly all actives have a fitted effect of over 60% in size; inactives centre near -12
#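 In this screen, compounds sit with the deubiquitinase complex (1nM) for 15 min at room temperature before Ub-Rho is added at 150nM final. Fluorescence rise is then followed for 6 reads every 60 seconds.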
# Pin1 inh: inhibitors of human Pin1; AID 504891; Pin1 FP peptide displacement, HiFluor488, 10 min; Potency, µM (highest dose often 115 µM), for the others: at the top dose activity, negative = inhibition, most hits filed as inhibitors; 390,000 tested, 0.009% active; active means well fitted inhibition curve with a large enough effect in the polarisation, with a control signal flat, not every such curve was filed as active; inconclusive means small, poorly fitted or top-dose-only effect, or effect the other way, or a change in a side signal; inactive means no such curve, though single readings can be large or run the other way; the % refers to the polarisation; further: potency means the concentration at half of the fitted maximal effect; on the % scale 0 is the no-effect control and ±100 the full control effect
# D2 antag: antagonizes the human D2 dopamine receptor | P14416 | HEK293 TREx D2 cells, calcium flux, dopamine EC80 | inhibition, % at 10 µM | 340,000 tested, 2% active; in the data active means inhibition above about 30%; further: 0% is about no effect
#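 Calcium mobilization kinetics were recorded at 1 s intervals in tetracycline-induced HEK293 T-REx D2 cells, first for 180 s after compound addition and then 180 s after EC80 dopamine.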
# TrxR1 inh: blocks rat thioredoxin reductase 1. O89049. recombinant rTrxR1, NADPH fluorescence consumption, selenite substrate. 390,000 tested, 1% active. Potency, µM (doses to about 114 µM), for inactives: top-dose activity change, negative = inhibition, most hits filed as inhibitors; further: potency means the concentration at half of the fitted maximal effect; on the % scale 0 is the no-effect control and ±100 the full control effect; nearly all actives have a fitted effect of over 65% in size
# Target sequence (O89049 whole entry, looked up): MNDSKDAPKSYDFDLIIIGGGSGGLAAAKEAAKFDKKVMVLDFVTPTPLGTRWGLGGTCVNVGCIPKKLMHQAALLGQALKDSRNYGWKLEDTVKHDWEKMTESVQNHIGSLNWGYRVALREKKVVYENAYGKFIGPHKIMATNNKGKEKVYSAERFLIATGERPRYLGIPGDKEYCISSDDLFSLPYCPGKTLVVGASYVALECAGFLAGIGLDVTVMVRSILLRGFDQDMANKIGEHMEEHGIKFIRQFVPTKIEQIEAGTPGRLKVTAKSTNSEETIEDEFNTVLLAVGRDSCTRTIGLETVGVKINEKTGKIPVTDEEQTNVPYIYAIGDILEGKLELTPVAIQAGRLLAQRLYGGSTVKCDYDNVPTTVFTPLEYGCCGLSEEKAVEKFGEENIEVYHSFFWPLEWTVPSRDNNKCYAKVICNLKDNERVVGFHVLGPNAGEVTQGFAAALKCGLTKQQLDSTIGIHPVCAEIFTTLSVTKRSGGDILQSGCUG
#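 Rat TrxR1 (90 nM in the dispensed reagent) was pre-reduced with 400 uM NADPH for 5 min at room temperature, then incubated with compound for 15 min. After 400 uM selenite was added, NADPH fluorescence (Ex 340/Em 450 nm) was followed for 8 min.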
# IDH1 R132H inh: human IDH1 R132H inhibition | Potency, µM (doses to about 76.6 µM), inactives show at the top dose activity change, negative = inhibition, actives largely listed as inhibitors | IDH1-R132H enzyme, NADPH consumption, diaphorase/resazurin fluorescence | AID 602179 | O75874 | 390,000 tested, 0.093% active; further: potency means the concentration at half of the fitted maximal effect; on the % scale 0 is the no-effect control and ±100 the full control effect; nearly all actives have a fitted effect of over 65% in size
#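 IDH1-R132H (0.5 ug/mL dispensed) in pH 7.5 Tris buffer was preincubated 30 min with compound, then given a substrate mix of 0.016 mM NADPH and 2 mM alpha-KG for 80 min at room temperature; remaining NADPH was read by diaphorase/resazurin fluorescence.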
# TrxR1 substrate: is turned over as a substrate by rat TrxR1; O89049; purified TrxR1 substrate turnover, NADPH consumption readout; Potency, µM (series often up to 114 µM), for inactives: at the highest dose activity change, negative = substrate turnover; 390,000 tested, 0.01% active; AID 588456; further: potency means the concentration at half of the fitted maximal effect; on the % scale 0 is the no-effect control and ±100 the full control effect; nearly all actives have a fitted effect of over 50% in size
#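 Rat TrxR1, dispensed at 90 nM, was prereduced with 400 uM NADPH (final) for 5 min at ~22 deg C, then incubated with compound 15 min before 400 uM selenite. A first-read NADPH fluorescence drop versus no-compound background flagged substrates.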
# * marks the source's active call; other numbers are inactive results; u = inconclusive; x = no result given; [ ] = dose if it differs, or a comment. Unless noted, the call rests on the fitted dose curve; in most records, active means well fitted inhibition curve with a large enough effect; inconclusive means small, poorly fitted or top-dose-only effect; inactive means no such curve, though single readings can be large or run the other way.
canonical_smiles	TRHR ag	TRHR enhancer	D2 ag	USP1 inh	Pin1 inh	D2 antag	TrxR1 inh	IDH1 R132H inh	TrxR1 substrate
CCOc1ccccc1NC(=O)c1cc2c(=O)oc3ccccc3c2s1	-1.5	-11.2	x	-10.1%	0.9%	x	28.2%	19.5%	15.3%
CCC1(CC)C(=O)NC(=O)NC1=Nc1cccc(OC)c1	0.3	-5.9	-0.1	-13.4%	-0.6%	-3.4	11.3%[57.1 µM]	9.5%	-1.1%[57.1 µM]
COc1cccc(OC)c1C(=O)NCCc1sc(-c2cccc(F)c2)nc1C	-0.6	-1.1	0.1	-22.3%	-0.1%	x	-0.3%[57.1 µM]	0.0%	4.8%[57.1 µM]
COc1ccc(S(=O)(=O)NC(C(=O)OCC(=O)Nc2ccc(N3CCOCC3)cc2)C(C)C)cc1 (stereo not given)	x	x	x	-19.5%	4.3%	x	13.2%	3.9%	2.8%
COc1ccc2c(CN3CCN(S(=O)(=O)c4cccs4)CC3)cc(=O)oc2c1	0.7	0.1	1.6	-21.1%	6.9%	-9.1	-13.8%	1.6%	-6.0%
CCc1cccc(CC)c1NC(=O)c1ccccc1CCc1ccccc1	2.2	-6.7	-0.2	-11.2%	2.5%	-2.5	6.8%[57.1 µM]	3.4%	-12.9%[57.1 µM]
CCCCn1c(N)c(N(CC(C)C)C(=O)c2ccc(C)c(S(=O)(=O)N3CCCCC3)c2)c(=O)[nH]c1=O	-0.2	-6.5	-1.8	-11.7%	-1.1%	-7.4	5.1%	2.0%	4.7%
CCc1ccc(NC(=O)C/C(C)=N/NC(=O)OCc2ccc(OC)cc2)cc1	-1.0	-2.9	-0.5	-20.9%	-3.1%	-5.7	2.9%	-2.6%	-4.6%
Cc1ccc(/C=N/NC(=O)c2cc3c(ccc4ccccc43)o2)cc1[N+](=O)[O-]	-0.3	2.8	x	-20.7%	2.9%	x	13.7%	0.0%	-3.6%
COc1ccc(/C(N)=N/OC(=O)c2ccc(Br)o2)cc1	1.6	0.5	-0.8	-12.4%	-7.2%	-12.6	14.3%	-7.8%	-4.7%
Cc1cc(C=O)c(C)n1-c1ccc(NC2CCCCC2)c([N+](=O)[O-])c1	-0.5	-5.7	-1.0	-14.6%	21.0%	2.2	-12.3%	7.5%	-9.9%
O=C(CCNC(=O)c1ccccc1Cl)NC1=NCCS1	0.7	-0.1	1.5	-10.4%	0.8%	11.5	8.5%[57.1 µM]	-11.8%	-4.5%
COc1cc(-c2cc(C(=O)Nc3cccc(S(=O)(=O)N(C)C)c3)c3ccccc3n2)cc(OC)c1OC	1.0	-5.2	0.1	-8.0%	-0.4%	-22.0	39.6%[activator]	-0.7%	25.0%
COc1ccc2cc(CNCCOCCOCCNCc3ccc4cc(OC)ccc4c3)ccc2c1	x	x	x	-8.1%	-4.7%	x	-1.9%[11.4 µM]	5.5%	0.9%[11.4 µM]
Cc1ccc(CN(C)C(=O)C2CCN(C(=O)Nc3ccccc3)CC2)o1	0.3	7.7	-0.4	-10.9%	-7.7%	3.0	u	-6.6%	-4.9%[57.1 µM]
CSc1ccc(CCNC(=O)c2ccc(CS(=O)Cc3ccccc3Cl)o2)cc1 (stereo not given)	-0.2	-6.9	-0.6	-18.9%	-1.5%	-15.9	9.6%	0.0%	2.9%
COc1cccc2[nH]c(C(=O)NCCCN3CCCC3=O)cc12	0.1	6.0	0.9	-19.5%	-2.5%	-9.7	51.6%[activator]	-1.3%	92.7%[activator]
COc1ccccc1S(=O)(=O)NCc1ccc(C(=O)N(C)Cc2ccc(F)cc2)cc1	0.2	-4.3	1.1	-2.8%	2.6%	-10.0	-1.0%	-9.2%	0.7%
CCOc1ccccc1N(CC(=O)Nc1c(C)n(C)n(-c2ccccc2)c1=O)S(=O)(=O)c1ccccc1	-0.2	-2.0	0.4	-21.0%	2.1%	-11.0	21.8%	-5.9%	3.2%
OCCc1ccc(O)cc1	0.4	16.4	-1.2	-23.5%	-3.3%	5.2	18.2%	3.6%	7.8%
COC(=O)CSc1nnc(C)n1-c1cccc(OC)c1	0.8	-1.0	0.2	-11.4%	2.1%	9.7	-0.8%	15.7%	0.3%
Cc1ccc(SC2=C(N(C)C)C(=O)c3ccccc3C2=O)cc1	x	x	x	u	-12.0%	x	7.94µM*	22.9%	-5.8%
CCN(CC)c1c([N+](=O)[O-])ncn1C	0.4	3.9	0.4	-27.5%	-2.3%	27.4	6.0%[57.1 µM]	1.4%	9.7%[57.1 µM]
Cc1ccc(S(=O)(=O)Nc2cc3c(cc2N2CCOCC2)n(C)c(=O)n3C)cc1	-0.1	1.3	-0.3	-23.3%	-8.5%	x	4.6%	44.1%[activator]	1.6%
CCOC(=O)c1[nH]c2cc(OC)c(OC)cc2c1NC(=O)c1ccc2c(c1)OCO2	-1.1	0.9	-0.7	-15.0%	-1.8%	-4.1	-4.2%[57.1 µM]	-0.5%	5.4%[57.1 µM]
S=C(NCCc1ccccc1)N1CCOCC1	0.0	-7.4	-0.3	0.3%	0.3%	29.3	-2.7%[57.1 µM]	3.3%	10.4%[57.1 µM]
CCCN(CC(=O)Nc1ccccc1C)C(=O)C1CCCN(C(=O)c2ccc(Cl)cc2)C1 (stereo not given)	1.5	0.0	0.8	-21.2%	1.6%	-2.5	19.9%	-9.0%	8.7%
Cc1ccc(-n2ncc3c(NCCCN4CCOCC4)ncnc32)cc1C	-0.5	-7.6	0.3	3.9%	5.1%	x	-9.4%[57.1 µM]	-7.1%	-1.9%[57.1 µM]
CCOC(=O)CC(=O)CSc1nc(CC)c(C)cc1C#N	-2.2	-3.4	-2.1	-12.1%	-0.6%	8.2	0.2%[57.1 µM]	-2.9%	11.1%[57.1 µM]
CCN1CCN(c2c(Cl)cccc2NC(=O)c2ccco2)CC1	0.8	-10.6	-0.5	-1.8%	1.7%	4.0	10.6%[57.1 µM]	4.7%	4.8%[57.1 µM]
Nc1ccc(-c2nnn(Cc3ccccc3F)n2)cc1	-0.6	-1.4	-1.4	-9.1%	-1.6%	-8.4	8.0%[57.1 µM]	-8.9%	-4.8%
COc1cccc(CN2CC(C(=O)N(C)Cc3ccnc4ccccc34)CCC2=O)c1 (stereo not given)	0.1	0.0	-0.2	-1.9%	-3.2%	-5.5	12.7%[57.1 µM]	-0.1%	5.4%[57.1 µM]
O=C(O)c1ccccc1C(=O)c1ccc2oc(=O)[nH]c2c1	x	x	x	-12.2%	x	x	-13.7%	10.1%	4.9%
Cc1ccccc1C(=O)NNC(=O)c1cccn1C	0.4	-8.4	0.8	1.8%	-8.5%	-19.8	16.9%	-2.5%	-7.7%[57.1 µM]
Cc1ccc(-n2nc(-c3ccco3)cc2C(=O)NCc2cccnc2)cc1	0.5	-3.2	x	-24.8%	-10.8%	x	u	1.4%	-2.8%
O=C(N/N=C/c1cccs1)c1cccc(S(=O)(=O)Nc2ccc(Cl)cc2)c1	14.0	-7.4	1.0	u	8.7%	10.1	18.3%[57.1 µM]	4.7%	-1.1%[57.1 µM]
COc1cc(NC(=O)Cc2noc3ccccc23)cc(OC)c1OC	0.2	-7.6	1.8	-11.4%	-2.7%	x	7.8%	9.9%	4.3%[11.4 µM]
CN1C=CC=C/C1=C1/SC(=S)N(Cc2ccccc2)C1=O	0.5	3.9	-0.4	-21.7%	1.4%	9.0	-7.8%	-2.2%	-3.5%
Cc1cccc2cc(/C=N/NC(=O)CN3CCOCC3)c(Cl)nc12	0.0	-7.9	0.1	-18.7%	1.1%	-3.8	-10.1%	-3.0%	-10.9%
COC(=O)C(C)N(C(=O)c1ccc(C(=O)c2ccccc2)cc1)c1c(C)cccc1C (stereo not given)	-0.2	16.4	0.8	-24.1%	-2.1%	8.5	17.6%	3.7%	0.6%
Cc1cc(C)nc(Nc2n[nH]c(-c3ccc(N)cc3)n2)n1	-0.1	6.1	0.1	-14.0%	-0.3%	11.0	7.6%	1.7%	0.4%
COc1cc(CC(=O)OCC(=O)Nc2ccc([N+](=O)[O-])cc2)cc(OC)c1OC	-0.1	-2.5	0.0	-18.1%	-1.3%	-2.4	16.9%[57.1 µM]	4.0%	8.6%[57.1 µM]
O=C(CCn1c(=O)sc2ccccc21)NC1CCCCC1	0.2	-1.0	0.4	-23.0%	-1.1%	13.4	-2.1%	10.2%	5.8%
O=C(CN1CCC(NC(=O)c2ccccc2F)CC1)Nc1ccc2c(c1)OCO2	-0.2	-0.2	0.4	0.3%	-7.2%	13.4	8.6%	-10.2%	0.5%
Cc1cccc(C)c1OCc1nnc(SCC(=O)NCCc2ccccc2)o1	0.1	1.3	-0.6	-22.7%	-3.5%	3.6	-5.3%	4.6%	-5.4%
CC(=O)Nc1c(O)nc(SCC(=O)Nc2nnc(SCc3ccccc3)s2)[nH]c1=O	0.8	3.6	-0.1	-9.0%	-8.0%	11.9	9.6%	13.2%	-1.1%
COc1cc(/C=N/N=C2/NC(=O)C(Cc3ccc(F)cc3)S2)ccc1O (stereo not given)	0.0	2.8	-1.6	-20.6%	4.2%	0.0	14.6%[57.1 µM]	6.3%	2.0%[57.1 µM]
Cc1cc(C)c(C(=O)COC(=O)Cn2cnnn2)cc1C	0.5	1.6	1.2	-7.7%	11.6%	-15.8	-15.2%	0.3%	-7.1%
CC1(C)CC(=O)c2c(O)cc(OCC(=O)N3CCN(c4ccccc4)CC3)cc2O1	-0.6	-6.3	-1.3	14.1%	-0.1%	-3.6	8.2%	-3.3%	-5.8%
CC(OC(=O)CCOc1ccccc1)C(=O)NC1CC1 (stereo not given)	0.5	-5.1	0.0	-15.0%	-1.0%	18.0	17.6%	9.2%	5.1%

# These rows are one share of the data, so the mix of outcomes need not match the whole.
